MRP reversal: MRP-mediated drug resistance reversal; H69AR cells + 2 uM doxorubicin, CellTiter-Glo, 72 h; differential viability (reversal), % at 10 µM; actives 0.04% (n = 85,000); AID 602;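 active = viability drop by adding the cancer drug above about 55%, with treated viability meeting a 40% cutoff, limit read from the data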;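 note: viability without doxorubicin minus viability with 2 µM doxorubicin for each compound; larger differential means the compound sensitizes cells more to doxorubicin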
IL1B NFkB pot: enhances IL-1B driven NFkB nuclear translocation; actives 0.3% (n = 94,000); AID 819; HUVEC IL-1B NFkB p65 nuclear translocation imaging; activation, % at 2 µM;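 active = activation above 40%, about the mean plus 3 SD, also judged a hit on visual image review; inconclusive = activation above 40% but not a hit on visual review; inactive = activation not above 40% and no visual hit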;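 note: percent activation is computed from the nuclear over cytoplasmic p65 intensity ratio; values of inactives mirror those of a sister screen read the other way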
IL1B NFkB inh: blocks IL-1B driven NFkB nuclear translocation in HUVEC cells; HUVEC IL-1B NFkB p65 nuclear translocation imaging; inhibition, % at 2 µM; actives 0.43% (n = 94,000);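 active = inhibition above about 30% together with a positive call from visual inspection of the well image, limit read from the data; inconclusive = inhibition above a set limit but visual check negative; inactive = inhibition not above a set limit, visual check negative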;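 note: nuclear over cytoplasmic p65 intensity ratio measured by imaging; 0% = IL-1B stimulated DMSO wells and 100% = unstimulated DMSO wells; values of inactives mirror those of a sister screen read the other way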
Bcl-B displacement: displacers of TR3 peptide from Bcl-B, primary screen, selectivity assay for Bfl-1 inhibitor project, biochemical, fluorescence polarization. FP displacement of FITC-TR3 peptide from Bcl-B; higher % means a stronger effect. actives 0.11% (n = 96,000). AID 748. displacement, % at 20 µM, or IC50 in µM where a hit was titrated;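 active = displacement above 50% at 20 µM plus a fluorescence interference ratio under 1.5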;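 note: plate controls were wells without compound for no effect and wells lacking Bcl-B protein for full effect; a part of the inactive calls stands beside numbers as strong as those of hits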
PLAP inhibition: inhibition of human placental alkaline phosphatase – biochemical, luminescence, HTS (AID 690). purified PLAP, luminescent substrate; higher % means a stronger effect. inhibition, % at 20 µM, or IC50 in µM where a hit was titrated. actives 0.08% (n = 96,000); in the data active = a potency from the dose series; inactive = the rest, 99 in 100 with inhibition below about 30%; note: strong numbers were not always called active
MRP reversal cytotoxicity: further read-out of MRP reversal, marked with its call; viability, %; H69AR cells, CellTiter-Glo, 72 h; measured here: cytotoxicity without doxorubicin
MRP reversal with doxorubicin: second read-out of MRP reversal, no call of its own (marks repeat the call); viability, %; measured here: viability with 2 uM doxorubicin; active compounds read low
IL1B NFkB inh cell count 2 µM: also measured in IL1B NFkB inh; calls as there; cell count; measured here: cells passing quality filter;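 raw number of nuclei counted in each imaged well without normalization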
IL1B NFkB pot cell count 2 µM: also measured in IL1B NFkB pot; calls as there; cell count; measured here: cells passing quality filter
* hit, by the source's call; u = inconclusive; x = no result given. A portion of the library (hit frequency here may not be typical).

The first two compounds, to show the layout:
SMILES	MRP reversal	MRP reversal cytotoxicity	MRP reversal with doxorubicin	IL1B NFkB pot	IL1B NFkB pot cell count 2 µM	IL1B NFkB inh	IL1B NFkB inh cell count 2 µM	Bcl-B displacement	PLAP inhibition
COc1cc(C2NC(=O)NC(C)=C2C(=O)OC(C)C)ccc1OC(=O)c1ccco1 (stereo unspecified)	10	102	91	33	116	-33	116	x	x
CCOc1ccccc1OCC(=O)NN1Cc2ccccc2C1=N	x	x	x	4	187	-4	187	2%	-32%

The whole of this part, from the first entry:
SMILES	MRP reversal	MRP reversal cytotoxicity	MRP reversal with doxorubicin	IL1B NFkB pot	IL1B NFkB pot cell count 2 µM	IL1B NFkB inh	IL1B NFkB inh cell count 2 µM	Bcl-B displacement	PLAP inhibition
COc1cc(C2NC(=O)NC(C)=C2C(=O)OC(C)C)ccc1OC(=O)c1ccco1 (stereo unspecified)	10	102	91	33	116	-33	116	x	x
CCOc1ccccc1OCC(=O)NN1Cc2ccccc2C1=N	x	x	x	4	187	-4	187	2%	-32%
Cc1cc2ccccc2n1CCNC(=O)C(C)(C)C	16	96	79	11	143	-11	143	x	x
COc1cccc(N2CCN(CC(=O)Nc3nc4c(s3)CC(C)CC4)CC2)c1 (stereo unspecified)	6	98	92	-10	73	10	73	-15%	-11%
CCCCNC(=S)N/N=C/c1ccc(C)s1	x	x	x	8	198	-8	198	-4%	7%
COCCCn1c(SCC(=O)NCc2ccco2)nc2sc3c(c2c1=O)CCC3	-5	61	65	-2	80	2	80	1%	-31%
CCOc1nc(C)ccc1-c1noc(-c2ccccn2)n1	-7	92	99	8	137	-8	137	3%	-3%
CCOC(=O)c1sc2ncn(C(CC)C(=O)OCC)c(=O)c2c1C (stereo unspecified)	9	109	100	4	135	-4	135	10%	-61%
O=c1c2ccccc2nc(SCc2nc(-c3ccccc3)no2)n1-c1ccc(F)cc1	-7	92	99	x	x	x	x	-5%	-10%
CCn1cc(C2Nc3ccccc3C(=O)N2O)c(C)n1 (stereo unspecified)	-12	84	96	18	67	-18	67	1%	-4%
COc1ccc(NC(=O)c2cccs2)cc1NC(=O)c1ccco1	-28	49	77	-4	185	4	185	-24%	11%
COc1ccccc1C1C(C#N)=C(N)Oc2cc(C)n(CCCn3ccnc3)c(=O)c21 (stereo unspecified)	2	104	102	14	121	-14	121	-7%	-104%
Cc1cc(C(=O)OCC(=O)NC(C)C)c(C)o1	x	x	x	-16	159	16	159	0%	11%
CCOC(=O)Cc1[nH]nc2c1C(c1ccoc1)C(C#N)=C(N)O2 (stereo unspecified)	1	74	74	-14	83	14	83	0%	-22%
CCOC(=O)C1CCN(S(=O)(=O)c2cc(Cl)c(C)cc2OC)CC1	31	84	53	12	109	-12	109	-3%	-45%
CC(=O)Oc1cccc(N2C(=O)c3ccc(C(=O)O)cc3C2=O)c1	1	2	1	-1	114	1	114	0%	2%
CCOC(=O)N1CCN(c2nc3ccccc3nc2C(C#N)S(=O)(=O)c2ccc(C)cc2)CC1 (stereo unspecified)	9	98	89	-10	79	10	79	29%	-25%
COc1ccc(/C=N/NC(=O)c2csc(-n3nc(C)cc3C(F)(F)F)n2)cc1	x	x	x	-11	160	11	160	0%	-40%
Cc1ccc(NC(=O)c2csnn2)c(C)c1	0	89	89	1	126	-1	126	x	x
COC(=O)CNC(=O)C(C)NC(=O)OCc1ccccc1 (stereo unspecified)	-6	94	100	x	x	x	x	-13%	17%
CCc1nnc(NC(=O)c2ccc(-c3cc(C(F)(F)F)ccc3Cl)o2)s1	x	x	x	18	109	-18	109	-11%	7%
Cc1ccccc1N1C(=O)c2ccccc2N2C(=O)c3ccccc3C12 (stereo unspecified)	-8	58	66	11	140	-11	140	0%	8%
COc1cccc(OCCOc2ccccc2[N+](=O)[O-])c1	x	x	x	1	122	-1	122	x	x
Cc1ccc2c(c1)c1c(n2CC(O)Cn2c(C)nc3ccccc32)/C(=N\O)CCC1 (stereo unspecified)	-13	3	15	4	136	-4	136	5%	-49%
CC1CC(C)CN(CC(=O)N2CCc3[nH]c4ccccc4c3C2)C1 (stereo unspecified)	2	75	73	1	132	-1	132	17%	-70%
COc1ccc(C)cc1NC(=O)c1cnc2n(c1=O)CCS2	2	77	75	2	70	-2	70	x	x
COC(=O)c1ccccc1NC(=O)Nc1cccnc1	1	100	100	13	186	-13	186	-4%	1%
COc1cc(/C=C(/C(=O)c2cccs2)c2nc3ccccc3[nH]2)ccc1O	0	2	2	5	158	-5	158	-3%	34%
CC(C)(C)CC(C)(C)c1ccc(O)c(CN2CCN(CCC#N)CC2)c1	-10	6	15	-4	176	4	176	-3%	-44%
O=[N+]([O-])c1nn(-c2ccc3c(c2)OCCO3)n(O)c1=Nc1ccc(Cl)cc1	x	x	x	-8	41	8	41	-3%	18%
Cn1c(N)c(C(=O)COC(=O)C2=COCCO2)c(=O)n(C)c1=O	-2	99	101	8	153	-8	153	-12%	4%
CCOC(=O)c1ccc(NC(=O)CNC(=O)C2CCCCC2)cc1	-11	88	99	-1	126	1	126	-2%	15%
Cc1cc(NC(=O)c2sc(Nc3cccc(C(F)(F)F)c3)nc2N)no1	12	88	76	x	x	x	x	-7%	-55%
C=CCSc1nc2ccccc2[nH]1	-4	84	88	-2	145	2	145	6%	-2%
COCCOC(=O)C1=C(C)NC2=C(C(=O)CC(c3cccs3)C2)C1c1ccsc1 (stereo unspecified)	-8	75	83	11	122	-11	122	6%	5%
CSc1nsc(SC)c1NC(=O)N1CCCCC1	6	90	85	30	176	-30	176	1%	10%
O=C(Nc1nc2ccccc2s1)C1CCCN1S(=O)(=O)c1ccc(Cl)cc1 (stereo unspecified)	0	82	82	17	166	-18	166	-10%	-9%
Cc1cc(N2CCN(c3ccccn3)CC2)n2nc(C)nc2n1	10	89	80	12	85	-12	85	x	x
COc1ccccc1NC(=O)CCC(=O)Nc1nnc(C(F)(F)F)s1	10	104	94	30	112	-30	112	-1%	7%
CCOC(=O)Cn1ncc(-c2ccccc2)c1N	x	x	x	16	198	-16	198	x	x
Cc1cc(NC(=O)c2noc3c2CCCC3)n(-c2ccccc2)n1	10	95	84	x	x	x	x	-5%	-14%
COC(=O)C1=C(O)/C(=C\c2cc(C)n(-c3ccccc3C)c2C)N=C1C	-7	79	86	32	172	-32	172	-71%	-9%
COCC(=O)Nc1nc2ccc(C)cc2s1	8	100	93	7	151	-6	151	-9%	4%
CCCCOc1ccc(C(=O)Nc2ccc(S(=O)(=O)Nc3cc(C)on3)cc2)cc1OC	-11	73	84	-2	90	2	90	2%	-21%
CCN(CC)CCCCOc1ccccc1OC	19	101	81	27	167	-27	167	0%	-19%
COc1ccc(C(=O)N2CCN(C(=O)Cc3ccccc3)CC2)cc1OC	8	103	95	8	75	-8	75	-1%	-26%
O=C(Nc1ccccc1Cl)N1CCN(c2ncccn2)CC1	4	93	89	-7	88	7	88	-8%	8%
CCOC(=O)c1ccc(NC(=O)NC2CC3CCC(C2)N3Cc2nnnn2C(C)(C)C)cc1 (stereo unspecified)	-2	88	90	-6	103	6	103	2%	1%
CC1Cn2c(nnc2-c2cccs2)S1 (stereo unspecified)	-2	99	101	-7	90	7	90	x	x
O=C(Cn1cnc2c(nnn2Cc2ccc(F)cc2)c1=O)NCC1CCCO1 (stereo unspecified)	-9	95	104	7	123	-7	123	x	x

4 compounds from above, showing only MRP reversal cytotoxicity, MRP reversal and IL1B NFkB pot cell count 2 µM.
canonical_smiles,MRP reversal cytotoxicity,MRP reversal,IL1B NFkB pot cell count 2 µM
Cc1cc(NC(=O)c2noc3c2CCCC3)n(-c2ccccc2)n1,95,10,x
COCC(=O)Nc1nc2ccc(C)cc2s1,100,8,151
CCCCOc1ccc(C(=O)Nc2ccc(S(=O)(=O)Nc3cc(C)on3)cc2)cc1OC,73,-11,90
O=C(Cn1cnc2c(nnn2Cc2ccc(F)cc2)c1=O)NCC1CCCO1 (stereo unspecified),95,-9,123

The list goes on:
SMILES	MRP reversal	MRP reversal cytotoxicity	MRP reversal with doxorubicin	IL1B NFkB pot	IL1B NFkB pot cell count 2 µM	IL1B NFkB inh	IL1B NFkB inh cell count 2 µM	Bcl-B displacement	PLAP inhibition
Nc1cc(Cl)c(N)cc1Cl	4	86	83	10	70	-10	70	11%	22%
CCCC(c1nnnn1CCOC)N1CCN(c2cccc(OC)c2)CC1 (stereo unspecified)	2	82	80	x	x	x	x	5%	4%
C=CCn1c(=N)c(C(=O)OC)cc2c(=O)n3cccc(C)c3nc21	-7	70	77	x	x	x	x	5%	20%
NC(=O)c1sc2nc3c(c(-c4ccccc4)c2c1N)CCC3	-8	73	81	-6	163	6	163	x	x
N#CC1=C2SCN(c3ccccc3)CN2C(=O)CC1c1c(Cl)cccc1Cl (stereo unspecified)	-7	84	91	-15	162	15	162	-8%	4%
CC1CCCCC1NC(=O)C1Cc2ccccc2CN1S(C)(=O)=O (stereo unspecified)	-1	89	91	x	x	x	x	-17%	12%
O=C(NCc1ccccc1Cl)c1cnccn1	-6	83	88	-7	176	7	176	-18%	7%
O=C(Nc1cccc(-c2nnc(-c3ccccc3)o2)c1)c1ccc(Br)o1	-38	44	82	8	144	-8	144	-5%	9%
CCOc1cc(CNCc2cccs2)cc(Br)c1OCC	x	x	x	x	x	x	x	3%	-19%
Cn1c(=O)c2ncn(CC(=O)NCCC3=CCCCC3)c2n(C)c1=O	2	85	83	2	100	-2	100	x	x
CC1(C)CC(=O)C2=C(C1)N(c1ccccc1)C(=O)CC2c1ccsc1 (stereo unspecified)	4	94	90	26	158	-26	158	15%	15%
CCOc1ccc(C(=O)C2CCN(CC(=O)Nc3ccccc3N3CCOCC3)CC2)cc1	14	87	73	-8	206	8	206	-14%	-47%
Cn1c(C(=O)NCC2CCCO2)cc2c(=O)n3ccccc3nc21 (stereo unspecified)	6	93	87	x	x	x	x	2%	-2%
O=C(O)Cc1ccc2ocnc2c1	x	x	x	2	132	-2	132	-6%	22%
CCC1SC2=NCN(c3ccccc3)CN2C1=O (stereo unspecified)	8	93	85	26	121	-26	121	-5%	-25%
CC1=C(C(=O)Nc2ccccc2)C(c2cccc([N+](=O)[O-])c2)Nc2nc3ccccc3n21 (stereo unspecified)	7	35	28	1	141	-1	141	7%	14%
COc1cccc(C(=O)Nc2ccc(N3CCCC3)cc2)c1	x	x	x	0	136	0	136	25%	-12%
O=C(CSCc1cccc(CSCC(=O)Nc2ccccc2)n1)Nc1ccccc1	14	92	78	15	150	-15	150	15%	37%
O=C(CN1CCCCC1)N1c2ccccc2CCc2ccccc21	5	84	79	14	138	-14	138	13%	-26%
O=S(=O)(N/N=C/c1ccc(Cl)cc1)c1ccc(Cc2ncc(C(F)(F)F)cc2Cl)s1	-6	112	118	0	212	0	212	-4%	-65%
CCCC(=O)NC(Nc1ccccc1F)C(Cl)(Cl)Cl (stereo unspecified)	x	x	x	u	x	-82	118	-5%	4%
CCOc1cc(/C=N/NC(=O)c2cc(C)[nH]n2)ccc1OC(=O)c1ccc([N+](=O)[O-])cc1	x	x	x	-4	201	4	201	2%	-5%
CSCC[C@H](NC(=O)Nc1ccc(C)cc1)C(=O)O	-7	100	107	x	x	x	x	-5%	-7%
COc1ccc(NC(=O)CNS(=O)(=O)c2ccccc2)cc1Cl	-17	92	109	3	141	-3	141	4%	3%
CCCC(=O)NC(=S)Nc1ccc(NC(=O)c2cccs2)cc1	x	x	x	9	190	-9	190	2%	7%
CSC1=NCCN1C(=O)COc1ccccc1	-5	101	106	x	x	x	x	-4%	13%
Cc1cc(C(=O)Oc2ccccc2C(=O)O)c(C)o1	-48	43	90	x	x	x	x	-5%	0%
Fc1ccccc1CSc1ncn[nH]1	-1	101	102	0	103	0	103	x	x
CCn1cc(C(=O)NCc2ccc(C)o2)c2cc(OC)c(OC)cc2c1=O	-1	75	76	u	x	-43	128	2%	-44%
CN(c1ccc(C(=O)N2CCOCC2)cc1[N+](=O)[O-])C1CCCCC1	x	x	x	-9	122	10	122	18%	-23%
CCCC(=O)N1CCN(c2ccc(NC(=O)c3ccco3)cc2)CC1	5	98	93	-5	80	5	80	4%	-2%
CCn1c(C)[n+](CCOCC[n+]2c(C)n(CC)c3cc(Cl)c(Cl)cc32)c2cc(Cl)c(Cl)cc21	x	x	x	-7	154	8	154	-2%	8%

Bioassay records from PubChem BioAssay.
